# S100A4 MyoIIA = inhibitors of S100A4-myosin IIA peptide binding, primary screen, biochemical, fluorescence polarization, TAMRA-MyoIIA peptide. Protein S100-A4 (Homo sapiens), P26447. inhibition, % at 10.7 µM. actives 0.14% (n = 360,000);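 active means mean inhibition of at least 70% across replicates, with every replicate also reaching that level; inconclusive means mean inhibition reaches 70% but some replicates fall short; inactive means mean inhibition below 70%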
# Target sequence (P26447 whole entry, looked up): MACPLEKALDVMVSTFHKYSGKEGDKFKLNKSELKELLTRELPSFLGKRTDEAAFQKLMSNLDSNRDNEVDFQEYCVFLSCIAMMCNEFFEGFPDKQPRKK
#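 Material: S100A4 monomer protein / Buffer or medium: 50 mM HEPES pH 7.2, 10 mM CaCl2, 100 mM KCl / Times: 5 min incubation before reading / Benchmarks: neutral control DMSO, positive control TFP / Reagent: labelled myosin peptide probe, 5 nM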
# RAD54 inh = inhibitors of human RAD54 branch migration, primary screen, biochemical, fluorescence, single point | RAD54 Holliday junction branch migration, FAM/BHQ fluorescence | DNA repair and recombination protein RAD54-like (Homo sapiens), Q92698 | actives 0.14% (n = 360,000) | AID 602329, 2012 | inhibition, % at 10.4 µM;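 active means mean normalized replicate activity at least 40 and at least half of replicates scoring 40 or more; inconclusive means only one of the two criteria met; inactive means mean below 40 and under half of replicates reaching 40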;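 further: 0% = median of neutral control wells and 100% = median of positive control wells; inhibitors cause a drop in the FAM fluorescence signal; in these data hits start at about 50%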
# Xi reactivation = activators of inactive X chromosome reactivation, primary screen, imaging, XiGFP fibroblasts, GFP high-content imaging, set 2 | XiGFP mouse fibroblasts, % GFP-positive cells imaging, 3 d; cells co-treated with 5-aza-dC sensitizer; scaled so ellipticine positive control = 100% | activation, % at 7.58 µM | actives 0.055% (n = 360,000) | AID 743238, 2013;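 active means mean normalized replicate activation at least 10% and every replicate at or above 10%; inconclusive means only one of the two criteria met; inactive means mean below 10% and not all replicates reach 10%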;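 further: 0% = median of on-plate neutral control wells and 100% = ellipticine 6 µM median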
#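 System: SV40-immortalized XiGFP fibroblast cells, line 68-5-11 / Incubation: 3-day compound exposure, then 15 min fixation at room temperature / Compound: single concentration per compound, delivered by pin transfer / Buffer or medium: DMEM plus 5-aza-dC sensitizer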
# ERAP1 inh = human ERAP1 aminopeptidase inhibitors, primary screen, biochemical, single point, plate reader; Endoplasmic reticulum aminopeptidase 1 (Homo sapiens), Q9NZ08; recombinant ERAP1, Leu-AMC fluorescence, 60 min; inhibition, % at 10.7 µM; actives 0.15% (n = 340,000);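 active means mean replicate inhibition of at least 30%, or all replicates individually reaching that 30% level; inactive means mean below 30% and not every replicate reaching it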;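 further: 0% = neutral control wells and 100% = L-leucinethiol positive control wells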
# Target sequence (Q9NZ08 whole entry, looked up): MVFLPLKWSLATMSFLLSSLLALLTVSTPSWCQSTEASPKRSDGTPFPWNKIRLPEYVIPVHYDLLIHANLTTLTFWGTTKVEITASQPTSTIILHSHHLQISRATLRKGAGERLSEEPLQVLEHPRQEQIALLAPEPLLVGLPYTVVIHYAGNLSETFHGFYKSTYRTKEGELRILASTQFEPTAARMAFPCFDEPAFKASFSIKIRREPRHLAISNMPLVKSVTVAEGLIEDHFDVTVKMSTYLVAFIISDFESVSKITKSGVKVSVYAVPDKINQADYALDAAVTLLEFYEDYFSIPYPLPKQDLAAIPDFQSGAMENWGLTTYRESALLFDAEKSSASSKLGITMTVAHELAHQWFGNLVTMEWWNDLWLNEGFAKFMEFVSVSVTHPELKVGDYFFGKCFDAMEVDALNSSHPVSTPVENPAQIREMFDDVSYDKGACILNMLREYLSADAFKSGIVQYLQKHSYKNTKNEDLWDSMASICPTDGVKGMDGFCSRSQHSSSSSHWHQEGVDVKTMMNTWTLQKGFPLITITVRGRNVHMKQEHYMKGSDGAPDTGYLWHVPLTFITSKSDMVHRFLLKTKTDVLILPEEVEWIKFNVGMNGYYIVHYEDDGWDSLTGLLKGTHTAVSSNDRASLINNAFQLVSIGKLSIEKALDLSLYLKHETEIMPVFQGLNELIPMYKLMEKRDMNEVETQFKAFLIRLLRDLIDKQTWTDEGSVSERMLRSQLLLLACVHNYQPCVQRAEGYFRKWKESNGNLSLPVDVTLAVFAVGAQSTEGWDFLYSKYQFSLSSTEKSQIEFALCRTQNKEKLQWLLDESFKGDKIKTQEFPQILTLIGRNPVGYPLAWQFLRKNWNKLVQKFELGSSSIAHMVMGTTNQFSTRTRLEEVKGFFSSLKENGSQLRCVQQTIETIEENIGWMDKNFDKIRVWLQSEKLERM
# esBAF inh = Bmi1 luciferase reporter increase in mESCs, primary screen, esBAF inhibitor project, mouse ES cells, Bmi1 luciferase knock-in, single point; 24 h; 100% = twice the neutral-well signal; reporter increase, % at 12.5 µM; actives 2% (n = 350,000); AID 602393, 2012; in the data active means activation above about 40%; inconclusive means no clear call, values can overlap the other calls;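 further: 0% = median of the plate's neutral control wells and 100% = double that signal; a rise in the Bmi1 reporter signal indicates esBAF inhibition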
# RAD52 anneal inh = RAD52 DNA annealing inhibitors, primary screen, biochemical, FRET, single point, set 2. DNA repair protein RAD52 homolog (Homo sapiens), P43351. recombinant RAD52 DNA annealing, FRET fluorescence. inhibition, % at 18.7 µM. actives 0.46% (n = 360,000);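 active means every replicate showing at least 50% inhibition; inconclusive means mean inhibition at least 50% but not in every replicate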
# ERp5 block = inhibitors of ERp5-driven insulin aggregation, primary screen, biochemical, turbidity, absorbance 650 nm, single point. Protein disulfide-isomerase A6 (Homo sapiens), Q15084. 90 min. inhibition, % at 9.99 µM. actives 0.05% (n = 350,000);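 active means mean replicate inhibition above about 25%, with every replicate also reaching it, limit read from the data, passing the limit was not always enough; inconclusive means only one of those two criteria met; inactive means neither criterion met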
# E-sel inducer = E-selectin induction in HUVECs, primary screen, imaging, HUVEC, immunofluorescence imaging, single point; actives 0.37% (n = 260,000); P16581; activation, % at 7.58 µM; AID 686992, 2013; normalized: neutral wells 0, TNF-alpha wells 100;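 active means mean E-selectin-positive cell signal at least 10% of the positive control, reached in at least 60% of replicates, without over 20% cell loss; inconclusive means no rule given, readout overlaps actives, possibly toxicity-flagged; inactive means the rest, including those meeting only one limit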;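 further: in these data hits start at about 27%; measured in HUVEC primary endothelial cells; signal is the percent of cells scored E-selectin positive by PE staining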
#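 material = human umbilical vein endothelial cells (HUVEC), E-selectin induction | quantity = 3,000 cells/well | medium = EGM-2 growth medium on 0.1% gelatin-coated wells | technique = immunofluorescence imaging | read-out basis = % PE-positive cells | control set = TNF-alpha positive control, DMSO neutral control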
# The depositor's hits bear a star; ? = inconclusive; nt = not tested or not shown; & = joins results of further samples.
SMILES,S100A4 MyoIIA,RAD54 inh,Xi reactivation,ERAP1 inh,esBAF inh,RAD52 anneal inh,ERp5 block,E-sel inducer
CO[C@@H]1CN(C)C(=O)c2cc(NC(=O)c3ccc(F)cc3)ccc2OC[C@H](C)N(C(C)=O)C[C@H]1C,-13,2,-0.2,-2,-3,-2,-7,-0.1
NS(=O)(=O)c1ccc(SCc2ccccc2)nc1,1,0,0.0,-1,24,-2,5,0.1
CN(Cc1ccc(F)cc1)Cc1nc(-c2cnccn2)no1,4,nt,0.1,3,-5,-3,0,nt
C#CCNC(=O)C1=C[C@@H](c2ccc3c(c2)OCO3)C[C@@H](OCCCCO)O1,-3&-8,-4,-0.1,3&-5,1,-26&-10,7&1,1.6
CCOC(=O)c1cc(-c2sc(NC(=O)c3ccccc3)nc2C)n(Cc2ccccc2)n1,-2,nt,0.0,0,56*,-26,-4,nt
O=C(C[C@@H]1C=C[C@H](NS(=O)(=O)c2ccccc2)[C@H](CO)O1)NCc1ccncn1,0,1,0.4,0,-5,-37,0,0.6
CC1(C(=O)Nc2ccc3ccccc3c2)CCC(=O)N1C1CCN(Cc2ccccc2)CC1 (configuration not stated),6,-7,0.2,-5,3,1,-10,0.1
O=C(C[C@@H]1CC[C@@H](NC(=O)Nc2cc(F)ccc2F)[C@@H](CO)O1)Nc1ccc(-c2ccccc2)cc1,7,-4,1.1,0,13,4,0,5.3
CN(C)CCNC(=O)C(=O)c1c(-c2ccccc2)cc2ccccn12,5,5,0.2,4,-2,-14,-11,nt
CSCCC(NC(=O)COc1ccccc1)C(=O)N1CCN(C(C)=O)CC1 (configuration not stated),-2,3,0.1,-3,2,-6,-5,2.5
CCCCOC(=O)Nc1nnc(SCCOc2ccc(C)cc2)s1,nt,-6,0.1,nt,0,nt,nt,-1.1
O=C(NCc1cc(Cl)cc(Cl)c1)c1csc([C@@H]2O[C@H](CO)[C@H](O)[C@H](O)[C@H]2O)n1,-14,-7,0.2,-2,0,-20,2,-0.1
Cc1c(CN2CCN(CC(C)C)C(CCO)C2)[nH]c2ccc(Cl)cc12 (configuration not stated),-3,-9,0.2,-2,1,-22,-1,0.2
CCOc1ccc(C(=O)CCC(=O)NCC(=O)Nc2ccc(F)c(F)c2F)cc1,7,7,0.1,-1,7,-11,-4,-0.1
CCC(C)[C@H]1CN=C(N)N1CCc1cccc2ccccc12 (some centres not stated),-2,23,0.8,-4,-30,17,-2,0.2
Cc1ccc(N(CC(=O)N2CCCC2)S(C)(=O)=O)c(C)c1,-2,-5,0.0,-1,8,-16,3,nt
CC(C)(C)OC(=O)NCc1ccc(CNC(=O)c2nc[nH]c2C(=O)N2CCN(C(=O)OC(C)(C)C)CC2)cc1,3,-5,0.0,-1,8,-11,0,-0.6
COc1ccc2c3c([nH]c2c1)[C@@H](CO)N(C(=O)CC1CC1)CC31CCN(C(=O)CC2CC2)CC1,nt,nt,0.1,nt,nt,13,-2,-0.2
Fc1ccc(COc2ccc3ccccc3c2CNc2nn[nH]n2)cc1,-5,nt,0.5,1,nt,-4,-3,nt
C[C@H]1CN([C@@H](C)CO)C(=O)c2c(c3ccccc3n2C)-c2ccccc2CO[C@H]1CN(C)Cc1ccccc1,-27,nt,0.0,2,nt,21,2,?
C[C@@H]1CCCCO[C@@H](CN(C)Cc2ccc(C(=O)O)cc2)[C@@H](C)CN([C@@H](C)CO)C(=O)c2cc(NS(=O)(=O)c3cn(C)cn3)ccc2O1,nt,-7,-0.1,nt,-2,nt,nt,-0.1
COc1ccc(C(=O)N/C(=C\c2cccc([N+](=O)[O-])c2)C(=O)Nc2cccc(C(=O)O)c2)cc1,2,nt,0.0,-40,nt,-12,-1,0.2
COc1ccc(-c2oc3c(c2C#CCCCCO)C(OCCO)CC3)cc1 (configuration not stated),-10,nt,0.1,nt,nt,-18,0,0.1
CCOC(=O)C(C)N1C(=O)S/C(=C/c2cc(C)n(-c3ccncc3)c2C)C1=O (configuration not stated),0,-5,0.1,3,10,-38,0,nt
C[C@H](CO)N1C[C@H](C)[C@@H](CN(C)S(=O)(=O)c2cn(C)cn2)Oc2c(NC(=O)C3CC3)cccc2C1=O,14,8,0.0,-1,-1,3,-3,0.1
N#C/C(=C\c1ccc(F)cc1)C(=O)Nc1ccccn1,-8,4,0.1,-5,-9,-23,1,nt
CCN1CCN(C(=O)CN(c2ccc(F)cc2)S(=O)(=O)c2ccc(OC)c(OC)c2)CC1,-1,4,0.2,2,-7,-17,2,-0.1
CCN(Cc1ccccc1)C(=O)Cn1cc(S(=O)(=O)NC)c(S(=O)(=O)NC)c1,-1,-3,0.0,0,-2,-5,3,-0.1
Cc1ccc2nc(-c3ccccn3)c(N)n2c1,1,2,0.5,0,-63,-6,-4,1.1
O=C(Nc1nnc(C2=COCCO2)o1)c1ccc(F)cc1,-1,2,0.0,0,5,-11,2,-0.4
Cc1ccc2c(c1)COc1c3ccc(C(=O)O)cc3nn1-2,0,5,0.0,8,2,-25,2,0.0
Clc1ccc2nc(N3CCCCC3)sc2c1,21,nt,0.0,-4,nt,-13,1,nt
COc1ccc(CNC(=O)COC(=O)c2ccc(Br)o2)cc1,-12,-8,-0.1,-5,-2,-6,2,nt
CN(C)CCNC(=O)C(=O)Nc1cc2c3c(c1)CCC(=O)N3CCC2,2,8,0.0,3,5,3,-20,1.5
O=C(COC(=O)CCS(=O)(=O)c1ccccc1)NC(=O)c1ccc(OC(F)F)cc1,3,5,0.0,-1,-1,-20,10,0.0
O=C(C[C@H]1CC[C@@H](NC(=O)c2cccc(F)c2)[C@@H](CO)O1)NCc1ccc(Oc2ccccc2)cc1,1,-2,0.0,1,8,6,-3,0.6

# Record cards (already shown). Screens in order: S100A4 MyoIIA	RAD54 inh	Xi reactivation	ERAP1 inh	esBAF inh	RAD52 anneal inh	ERp5 block	E-sel inducer
# Cc1ccc2nc(-c3ccccn3)c(N)n2c1 is listed as 1	2	0.5	0	-63	-6	-4	1.1
# CCN1CCN(C(=O)CN(c2ccc(F)cc2)S(=O)(=O)c2ccc(OC)c(OC)c2)CC1 is listed as -1	4	0.2	2	-7	-17	2	-0.1
# CN(C)CCNC(=O)C(=O)Nc1cc2c3c(c1)CCC(=O)N3CCC2 is listed as 2	8	0.0	3	5	3	-20	1.5

# Following part.
SMILES,S100A4 MyoIIA,RAD54 inh,Xi reactivation,ERAP1 inh,esBAF inh,RAD52 anneal inh,ERp5 block,E-sel inducer
CC1(C(=O)NS(=O)(=O)c2ccc(Cl)cc2)CCN1C(=O)Cc1ccc(-c2ccccc2)cc1 (configuration not stated),-2,-2,0.0,2,5,-8,0,-1.0
Cc1ccc(C(=O)NCC(=O)OCC(=O)c2ccc(Cl)s2)cc1,2,nt,-0.1,2,3,-9,-1,nt
COc1ccccc1N1CCN(C(=S)NC(=O)/C=C/c2ccc(F)cc2)CC1,-6,-2,0.1,1,nt,-14,1,nt
Cc1ccccc1S(=O)(=O)NC(=O)C1(C)CCN1C(=O)Cc1ccccc1Cl (configuration not stated),-5,-9,0.0,0,-8,-5,1,-0.3
CCc1cnc(N2[C@H](C#N)[C@H](c3ccc(C#CCC4CCCC4)cc3)[C@H]2CO)s1,2,-1,0.2,0,2,-54,6,0.1
COc1cc(OC)c(NC(=O)[C@@H]2CCC(=O)N2C2OC(=O)c3c2ccc(OC)c3OC)cc1Cl (some centres not stated),-2,-7,nt,-1,0,-5,5,nt
COCCNC(=S)N(CCCO)Cc1cc2cc3c(cc2[nH]c1=O)OCCO3,-22,6,0.3,-1,0,-14,0,0.2
CCN(CC(=O)NCc1cccs1)C(=O)/C=C/c1cc(OC)c(OC)c(OC)c1,1,3,0.0,1,6,-8,-1,-0.1
CCOC(=O)c1oc2ccccc2c1NC(=O)c1ccc(Cl)s1,-3,-6,0.4,-3,-2,-17,7,nt
C[C@H](CO)N1C[C@H](C)[C@H](CN(C)C(=O)Nc2cccc3ccccc23)Oc2c(NC(=O)C3CCOCC3)cccc2C1=O,2,8,0.2,-1,-1,-14,1,-0.1
CC1CN(CCOCCSc2ccccc2)CC(C)O1 (configuration not stated),-2,nt,0.0,-2,nt,-11,-1,nt
Cc1ccc(NC(=O)C(C)c2cccc(C(=O)c3ccccc3)c2)cc1O (configuration not stated),2,nt,-0.2,-5,nt,-6,-1,-0.4

# An excerpt from above in order of the ERAP1 inh value, ascending:
structure	ERAP1 inh
CO[C@@H]1CN(C)C(=O)c2cc(NC(=O)c3ccc(F)cc3)ccc2OC[C@H](C)N(C(C)=O)C[C@H]1C	-2
COc1cc(OC)c(NC(=O)[C@@H]2CCC(=O)N2C2OC(=O)c3c2ccc(OC)c3OC)cc1Cl (some centres not stated)	-1
O=C(Nc1nnc(C2=COCCO2)o1)c1ccc(F)cc1	0

# Next part.
SMILES,S100A4 MyoIIA,RAD54 inh,Xi reactivation,ERAP1 inh,esBAF inh,RAD52 anneal inh,ERp5 block,E-sel inducer
Cc1ccc(C)c(S(=O)(=O)NCC(c2ccc3c(c2)OCO3)N2CCOCC2)c1 (configuration not stated),1,-2,0.0,0,0,-4,-6,nt
COc1ccc(S(=O)(=O)N(C)C)cc1NC(C)C(=O)Nc1cccc(C#N)c1 (configuration not stated),-9,nt,0.1,-6,nt,-27,0,3.4
N#Cc1ccc(CN2CCN(C(=O)CNC(=O)Cc3cccc4ccccc34)CC2)cc1,5,5,-0.1,-3,-10,-10,-1,0.1
Cc1csc(SCC(=O)Nc2ccc(F)cc2Cl)n1,0,2,-0.1,0,4,-10,-1,nt
COc1ccc(-n2c(C)nc3cc(C(=O)NCCN4CCOCC4)ccc32)cc1,-9,-4,nt,-9,-3,-13,3,nt
Cc1ccc(S(=O)(=O)N(C)c2ccc(OCC(=O)Nc3ccc(C(=O)N(C)C)cc3)cc2)cc1C,20,nt,0.1,-1,1,-5,1,-0.9
C[C@@H]1CN([C@H](C)CO)C(=O)c2cc(-c3ccccc3F)cnc2O[C@@H]1CN(C)C(=O)C1CCOCC1,-1,-8,0.1,2,-1,4,-5,-0.1
C[C@H](CO)N1C[C@H](C)[C@@H](CN(C)Cc2ccccc2)OCCCC[C@H](C)Oc2ccc(NC(=O)Cc3ccccc3)cc2C1=O,0,-1,-0.1,2,2,10,0,nt
C[C@@H]1CN([C@@H](C)CO)C(=O)c2cccc(NC(=O)c3cnccn3)c2O[C@@H]1CN(C)Cc1ccc2c(c1)OCO2,-11,0,0.1,8,-4,-22,2,-14
CN1CCc2nc(NC(=O)COc3ccc4ccccc4c3)sc2C1,-18,nt,-0.8,0,nt,25,-2,1.8
